IEC-6 tox: counter-screen for KLF5 inhibitors: cytotoxicity in IEC-6 cells; IEC-6 cytotoxicity, luminescence viability; inhibition, % at 5 µM; 0.78% of 290,000 active; AID 1825; in the data active = inhibition above about 22%;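 also: 0% = plate median of test compound wells and 100% = cytotoxic reference compound wells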
TRPC4 block: TRPC4 (mouse) channel inhibition; HEK293 TRPC4beta/mu-opioid, DAMGO-evoked Fluo4 calcium flux; hits give low values; AID 2247; 0.39% of 300,000 active; Q9QUQ5; B-score at 10 µM;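 active = B-score over 3 SD under the library average, no early fluorescence shift, positive overall ratio signal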
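material = TRPC4beta/mu-opioid receptor HEK293 cell line | probe or stimulus = sequential submaximal and maximal DAMGO stimulation | compound dosing = one concentration per compound | measured by = Fluo4 Ca2+ flux fluorescence | evaluation = integrated fluorescence ratio relative to baseline, converted to per-well B score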
TRPC6 activator: activates the mouse TRPC6 cation channel; Q61143; HEK293-TRPC6 membrane potential dye fluorescence; hits give high values; B-score at 10 µM; 0.13% of 310,000 active; AID 2550;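 active = B-score of the integrated fluorescence ratio above library mean plus 3 SD, and starting fluorescence ratio within library mean plus 5 SD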;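 also: higher score means more depolarization so channel activation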
Target sequence (Q61143 whole entry, looked up): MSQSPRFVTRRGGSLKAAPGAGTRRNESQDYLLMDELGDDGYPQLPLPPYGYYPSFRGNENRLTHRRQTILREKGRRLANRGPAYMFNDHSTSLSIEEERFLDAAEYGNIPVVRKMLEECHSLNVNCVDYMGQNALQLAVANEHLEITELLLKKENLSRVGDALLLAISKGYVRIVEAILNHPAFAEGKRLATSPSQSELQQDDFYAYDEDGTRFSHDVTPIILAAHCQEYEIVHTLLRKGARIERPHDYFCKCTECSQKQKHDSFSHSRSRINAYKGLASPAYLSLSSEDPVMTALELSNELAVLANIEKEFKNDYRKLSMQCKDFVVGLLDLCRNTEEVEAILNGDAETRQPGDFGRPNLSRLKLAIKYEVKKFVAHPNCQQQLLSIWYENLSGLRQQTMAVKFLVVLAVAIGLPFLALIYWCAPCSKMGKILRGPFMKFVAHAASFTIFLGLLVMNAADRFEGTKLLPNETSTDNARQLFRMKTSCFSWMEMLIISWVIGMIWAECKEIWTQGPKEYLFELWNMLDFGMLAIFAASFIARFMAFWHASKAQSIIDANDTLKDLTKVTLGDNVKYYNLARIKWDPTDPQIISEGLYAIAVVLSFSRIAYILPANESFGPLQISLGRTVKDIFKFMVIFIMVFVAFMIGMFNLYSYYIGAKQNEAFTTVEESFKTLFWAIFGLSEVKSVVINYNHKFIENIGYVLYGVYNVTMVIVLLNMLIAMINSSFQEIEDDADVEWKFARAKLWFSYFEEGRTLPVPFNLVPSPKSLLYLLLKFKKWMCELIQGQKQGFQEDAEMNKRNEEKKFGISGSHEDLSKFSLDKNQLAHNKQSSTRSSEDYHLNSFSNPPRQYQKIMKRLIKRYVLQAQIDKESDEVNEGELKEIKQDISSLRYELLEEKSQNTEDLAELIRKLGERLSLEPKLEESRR
TRPC4 potent: allosterically enhances the mouse TRPC4 cation channel | B-score at 10 µM | Q9QUQ5 | HEK293 TRPC4beta/mu-opioid, DAMGO EC20, Fluo-4 Ca2+ flux; hits give high values | 0.42% of 310,000 active;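 active = B-score of calcium response area above 5 SD of library B-scores, with initial fluorescence ratio within 5 SD of library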;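 also: B-score of integrated fluorescence ratio over time as area under calcium response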
TRPC6 inh: blocks the mouse TRPC6 cation channel; Q61143; HEK293-TRPC6, membrane potential dye, ACh-evoked depolarization; hits give low values; B-score at 10 µM; 1.1% of 310,000 active; AID 2553;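 active = B-score under library mean minus 3 SD, initial fluorescence not abnormally high, positive integrated signal ratio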;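 also: B-score derived from integrated fluorescence ratio over the kinetic read; more negative B-score means stronger inhibition of depolarization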
KLF5 inhibitor: inhibitors of KLF5 expression | DLD-1 KLF5 promoter-luciferase reporter, luminescence | inhibition, % at 5 µM | 0.23% of 290,000 active;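 active = inhibition above a per-plate limit of that plate's mean compound inhibition plus 3 SD, cut at about 60% in these data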;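 also: 0% = DMSO wells and 100% = LY294002 at 200 µM; higher means less KLF5 promoter-driven luciferase light; inactives centre near -14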
TRPC4 agonist: activators of mouse TRPC4 channel; HEK293 TRPC4beta/mu-opioid, Fluo4 calcium fluorescence; hits give high values; B-score at 10 µM; Q9QUQ5; 0.49% of 310,000 active; AID 2237;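 active = B-score above 5 SD of library B-scores, and initial fluorescence ratio not above library mean plus 5 SD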;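 also: positive B-score marks a calcium rise read as TRPC4 activation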
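Incubation: 45 min room-temperature Fluo4 loading, 110 s read / System: HEK293 cells stably co-expressing mouse TRPC4beta and mu-opioid receptor / Signal: Fluo4 fluorescence, kinetic / Control set: buffer (low) and maximal DAMGO (high) / Measure: integrated baseline-normalised fluorescence ratio, converted to per-well B score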
aSyn UTR inh: 5' untranslated region of α-synuclein, MLPCN primary screen; inhibition, % (tested at 7.5 µM); 0.82% of 300,000 active; alpha-synuclein 5'UTR reporter, inhibitor activity; in the data active = inhibition above about 60%; inconclusive = no clear call, values can overlap the other calls;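 also: H4 neuroglioblastoma cells stably carrying SNCA 5'UTR luciferase fusion; 0% = DMSO wells and 100% = positive control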
SKKanGAS inh: inhibitors of SKKanGAS S. pyogenes growth in kanamycin (SK-promoter or general growth effect). AID 1662. inhibition, % at 7.5 µM. BacTiter-Glo, 6 h. 1.3% of 300,000 active;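 active = mean replicate score, as percent of positive control median, at least 50; inconclusive = mean below 50 but one replicate at or above 50; inactive = mean and every replicate below 50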;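 also: strain carries kanamycin resistance gene driven by streptokinase promoter and grows in 40 µg/ml kanamycin; loss of luminescence reflects streptokinase promoter inhibition or plain growth inhibition; 0% = median of DMSO wells and 100% = positive control at its reference dose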
MrgX1 antag: blocks BAM8-22 activation of human MrgX1 receptor | B-score at 10 µM | 1.3% of 310,000 active | MRGX1-HEK293 calcium flux, Fluo-4, BAM8-22 antagonism; hits give low values | Q96LB2;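 active = calcium-response B-score plate-corrected more than 3 library SD below zero, starting fluorescence within 5 deviations, no agonist response on first addition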;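 also: peak minus trough fluorescence over baseline after final BAM8-22 challenge near maximal dose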
HIF act: HIF pathway transcriptional activation; activation, % at 7.5 µM (by protocol); U2OS HRE-luciferase reporter, luminescence; normalized: DMSO 0%, desferrioxamine 100%; AID 1910; 0.32% of 300,000 active;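 active = mean activation of at least 10% of the iron chelator positive control signal, with at least half of replicates also reaching 10%; inconclusive = mean and replicate majority disagree about reaching 10%; inactive = mean and most replicates under 10%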
* hit, by the source's call.

Start of the data: the first two records (preview)
Screening CCN1/C(=C/c2ccc3cc(C)ccc3[n+]2CC)Sc2ccc3sccc3c21 returned TRPC4 block inactive, TRPC6 activator inactive, TRPC4 potent inactive, TRPC6 inh inactive, TRPC4 agonist inactive, aSyn UTR inh 131*, SKKanGAS inh 115*, MrgX1 antag inactive and HIF act 1.2.
CCOC(=O)c1csc(NC(=O)CSc2nnc(C3CC3)n2C)n1 was read as IEC-6 tox 2, TRPC4 block inactive, TRPC6 activator inactive, TRPC4 potent inactive, TRPC6 inh inactive, KLF5 inhibitor -21, TRPC4 agonist inactive, aSyn UTR inh -18, SKKanGAS inh -25, MrgX1 antag inactive and HIF act 0.8.

Results (from the top)
Screening CCN1/C(=C/c2ccc3cc(C)ccc3[n+]2CC)Sc2ccc3sccc3c21 returned TRPC4 block inactive, TRPC6 activator inactive, TRPC4 potent inactive, TRPC6 inh inactive, TRPC4 agonist inactive, aSyn UTR inh 131*, SKKanGAS inh 115*, MrgX1 antag inactive and HIF act 1.2.
CCOC(=O)c1csc(NC(=O)CSc2nnc(C3CC3)n2C)n1 was read as IEC-6 tox 2, TRPC4 block inactive, TRPC6 activator inactive, TRPC4 potent inactive, TRPC6 inh inactive, KLF5 inhibitor -21, TRPC4 agonist inactive, aSyn UTR inh -18, SKKanGAS inh -25, MrgX1 antag inactive and HIF act 0.8.
`O=C(/C=C/Nc1cccc([N+](=O)[O-])c1)c1ccco1` gave IEC-6 tox 1, TRPC4 block inactive, TRPC6 activator inactive, TRPC4 potent inactive, TRPC6 inh inactive, KLF5 inhibitor -24, TRPC4 agonist inactive, aSyn UTR inh -283, SKKanGAS inh -8, MrgX1 antag inactive and HIF act 3.0.
For CC(C)(C)c1nc2scc(-c3ccc(Br)cc3)c2c(=O)o1 the results were IEC-6 tox -1, TRPC4 block inactive, TRPC6 activator inactive, TRPC4 potent inactive, TRPC6 inh inactive, KLF5 inhibitor -37, TRPC4 agonist inactive, aSyn UTR inh -42, SKKanGAS inh 12, MrgX1 antag inactive and HIF act -0.2.
For COc1ccccc1C(=O)NNC(=O)C(=O)NCc1ccccc1 the results were IEC-6 tox 3, TRPC4 block inactive, TRPC6 activator inactive, TRPC4 potent inactive, TRPC6 inh inactive, KLF5 inhibitor -7, TRPC4 agonist inactive, aSyn UTR inh -10, SKKanGAS inh 2, MrgX1 antag inactive and HIF act -0.1.
O=C(CSc1nncc2ccccc12)Nc1ccc(C(=O)O)cc1 was read as IEC-6 tox -4, TRPC4 block inactive, TRPC6 activator inactive, TRPC4 potent inactive, TRPC6 inh inactive, KLF5 inhibitor -24, TRPC4 agonist inactive, aSyn UTR inh 2, SKKanGAS inh -3, MrgX1 antag inactive and HIF act -0.5.
`CC1CCN(c2ccc(S(=O)(=O)Nc3cc(C(=O)O)cc(C(=O)O)c3)cc2[N+](=O)[O-])CC1` gave TRPC4 block inactive, TRPC6 activator inactive, TRPC4 potent inactive, TRPC6 inh inactive, TRPC4 agonist inactive, aSyn UTR inh 7, SKKanGAS inh -2, MrgX1 antag inactive and HIF act -0.1.
`O=C(CC12CC3CC(CC(C3)C1)C2)NC(=S)NCc1ccccc1` gave IEC-6 tox 2, TRPC4 block inactive, TRPC6 activator inactive, TRPC4 potent inactive, TRPC6 inh inactive, KLF5 inhibitor -27, TRPC4 agonist inactive, aSyn UTR inh inconclusive, SKKanGAS inh 30, MrgX1 antag inactive and HIF act -0.5.
For COc1cc(OC)cc(C(=O)Nc2cccnc2)c1 the results were IEC-6 tox 3, TRPC4 block inactive, TRPC6 activator inactive, TRPC4 potent inactive, TRPC6 inh inactive, KLF5 inhibitor -11, TRPC4 agonist inactive, aSyn UTR inh -3, SKKanGAS inh -6, MrgX1 antag inactive and HIF act -0.2.
`Cc1ccc(C)c(OCC(=O)N/N=C/c2c(C)nn(-c3ccccc3)c2Cl)c1` gave IEC-6 tox 3, TRPC4 block inactive, TRPC6 activator inactive, TRPC4 potent inactive, TRPC6 inh inactive, KLF5 inhibitor -26, TRPC4 agonist inactive, aSyn UTR inh 17, SKKanGAS inh 13, MrgX1 antag inactive and HIF act 0.0.
`CCOc1ccccc1Oc1c(C)oc2cc(OC(=O)N3CCOCC3)ccc2c1=O` gave IEC-6 tox 1, TRPC4 block inactive, TRPC6 activator inactive, TRPC4 potent inactive, TRPC6 inh inactive, KLF5 inhibitor 2, TRPC4 agonist inactive, aSyn UTR inh 23, SKKanGAS inh -8, MrgX1 antag inactive and HIF act -0.6.
For CC1Cc2ccccc2N1C(=S)NC(=O)c1cccc(Br)c1 (stereo unspecified) the results were IEC-6 tox -8, TRPC4 block inactive, TRPC6 activator inactive, TRPC4 potent inactive, TRPC6 inh inactive, KLF5 inhibitor -8, TRPC4 agonist inactive, aSyn UTR inh -27, SKKanGAS inh 93*, MrgX1 antag inactive and HIF act -53.
For O=C(O)CC1=C(O)C(=O)N(c2ccccc2)C1c1ccc(Br)cc1 (stereo unspecified) the results were IEC-6 tox 7, TRPC4 block inactive, TRPC6 activator inactive, TRPC4 potent inactive, TRPC6 inh inactive, KLF5 inhibitor -3, TRPC4 agonist inactive, aSyn UTR inh 1, SKKanGAS inh 4, MrgX1 antag inactive and HIF act 0.1.
Screening COc1ccc([N+](=O)[O-])cc1NC(=O)Cc1ccccc1Cl returned IEC-6 tox 1, TRPC4 block inactive, TRPC6 activator inactive, TRPC4 potent inactive, TRPC6 inh inactive, KLF5 inhibitor -13, TRPC4 agonist inactive, aSyn UTR inh 20, SKKanGAS inh 4, MrgX1 antag inactive and HIF act -0.2.
Screening CC(OC(=O)CCc1cc(C(C)(C)C)c(O)c(C(C)(C)C)c1)C(=O)NC1CC1 (stereo unspecified) returned TRPC4 block inactive, TRPC6 activator inactive, TRPC4 potent inactive, TRPC6 inh inactive, TRPC4 agonist inactive, aSyn UTR inh 7, SKKanGAS inh -1, MrgX1 antag inactive and HIF act 0.7.
C=CCSc1nnc(CSc2nc3sc4c(c3c(=O)[nH]2)CCCC4)n1-c1ccccc1 was read as IEC-6 tox -8, TRPC4 block inactive, TRPC6 activator inactive, TRPC4 potent inactive, TRPC6 inh inactive, KLF5 inhibitor -4, TRPC4 agonist inactive, aSyn UTR inh -4, SKKanGAS inh 25 and HIF act -0.1.
Screening Cc1ccc(NC(=O)C2CCN(S(C)(=O)=O)CC2)cc1 returned IEC-6 tox 0, TRPC4 block inactive, TRPC6 activator inactive, TRPC4 potent inactive, TRPC6 inh inactive, KLF5 inhibitor -2, TRPC4 agonist inactive, aSyn UTR inh 14, SKKanGAS inh 0, MrgX1 antag inactive and HIF act 0.1.
`Cc1ccc2sc(NNC(=O)c3ccc4c(c3)OCCO4)nc2c1C` gave IEC-6 tox -7, TRPC4 block inactive, TRPC6 activator inactive, TRPC4 potent inactive, TRPC6 inh inactive, KLF5 inhibitor 6, TRPC4 agonist inactive, aSyn UTR inh -9, SKKanGAS inh 53*, MrgX1 antag inactive and HIF act 0.0.
For C1CCC(Nc2nc3nonc3nc2N2CCSCC2)C1 the results were IEC-6 tox 2, TRPC4 block inactive, TRPC6 activator inactive, TRPC4 potent inactive, TRPC6 inh inactive, KLF5 inhibitor 3, TRPC4 agonist inactive, aSyn UTR inh 7, SKKanGAS inh 9, MrgX1 antag inactive and HIF act -0.1.
CC(C)(C)c1cc(-c2ccccc2)no1 was read as IEC-6 tox 1, TRPC4 block inactive, TRPC6 activator inactive, TRPC4 potent inactive, TRPC6 inh inactive, KLF5 inhibitor -2, TRPC4 agonist inactive, aSyn UTR inh 2, SKKanGAS inh -2, MrgX1 antag inactive and HIF act 0.0.
`CCOc1ccc(NS(=O)(=O)c2ccc3[nH]c(=O)c(=O)[nH]c3c2)cc1` gave IEC-6 tox -4, TRPC4 block inactive, TRPC6 activator inactive, TRPC4 potent inactive, TRPC6 inh inactive, KLF5 inhibitor -6, TRPC4 agonist inactive, aSyn UTR inh 6, SKKanGAS inh -37, MrgX1 antag inactive and HIF act 0.0.
Screening O=C(O)c1ccccc1OCCOc1ccccc1C(=O)O returned IEC-6 tox 2, TRPC4 block inactive, TRPC6 activator inactive, TRPC4 potent inactive, TRPC6 inh inactive, KLF5 inhibitor -14, TRPC4 agonist inactive, aSyn UTR inh 21, SKKanGAS inh -3, MrgX1 antag inactive and HIF act inconclusive.
For O=C(COc1cc2oc(=O)c3c(c2cc1Cl)CCC3)NCc1ccncc1 the results were IEC-6 tox -2, TRPC4 block inactive, TRPC6 activator inactive, TRPC4 potent inactive, TRPC6 inh inactive, KLF5 inhibitor -16, TRPC4 agonist inactive, aSyn UTR inh 4, SKKanGAS inh -4, MrgX1 antag inactive and HIF act -0.1.
Screening CCN(CC(=O)N1CCCC1)S(=O)(=O)c1ccc2ccccc2c1 returned IEC-6 tox 2, TRPC4 block inactive, TRPC6 activator inactive, TRPC4 potent inactive, TRPC6 inh inactive, KLF5 inhibitor 0, TRPC4 agonist inactive, aSyn UTR inh 11, SKKanGAS inh 0, MrgX1 antag inactive and HIF act -0.1.
For CCOc1ccc(S(=O)(=O)N/N=C2/CC(c3ccccc3)Oc3ccccc32)cc1 (stereo unspecified) the results were IEC-6 tox 4, TRPC4 block inactive, TRPC6 activator inactive, TRPC4 potent inactive, TRPC6 inh inactive, KLF5 inhibitor -17, TRPC4 agonist inactive, aSyn UTR inh -66, SKKanGAS inh 35, MrgX1 antag inactive and HIF act 2.2.
`CCNC(=O)N1CCCC(C(=O)c2ccc3cc(OC)ccc3c2)C1` (stereo unspecified) gave IEC-6 tox -2, TRPC4 block inactive, TRPC6 activator inactive, TRPC4 potent inactive, TRPC6 inh inactive, KLF5 inhibitor -51, TRPC4 agonist inactive, aSyn UTR inh -53, SKKanGAS inh 11, MrgX1 antag inactive and HIF act 0.0.
O=C1C(C2=NC(c3ccccn3)C3C(=O)N(c4ccc(OC(F)(F)F)cc4)C(=O)C23)=C(O)c2ccccc21 (stereo unspecified) was read as IEC-6 tox -3, TRPC4 block inactive, TRPC6 activator inactive, TRPC4 potent inactive, TRPC6 inh inactive, KLF5 inhibitor -25, TRPC4 agonist inactive, aSyn UTR inh -5, SKKanGAS inh 7, MrgX1 antag inactive and HIF act -0.6.
For COc1ccc(S(=O)(=O)NN=C2CCCCC2)cc1 the results were IEC-6 tox 10, TRPC4 block inactive, TRPC6 activator inactive, TRPC4 potent inactive, TRPC6 inh inactive, KLF5 inhibitor -3, TRPC4 agonist inactive, aSyn UTR inh -13, MrgX1 antag inactive and HIF act -0.1.

High-throughput results: PubChem, several laboratories
